BoNT-F LC inh = BoNT F light chain protease inhibition; inhibition, % at 10 µM; hit rate 0.22% among 360,000; Multiplex microsphere protease cleavage assay, flow cytometry; in the data active = inhibition above about 35%, passing the limit was not always enough; inconclusive = no clear call, values can overlap the other calls; note: plate controls were buffer without enzyme for full effect and enzyme alone for no effect
DUSP3 inh = DUSP3 (human) phosphatase inhibition. inhibition, % at 13.3 µM. P51452. recombinant VHR phosphatase, pNPP absorbance. hit rate 0.52% among 290,000; in the data active = inhibition above about 50%; note: some compounds called inactive have numbers as strong as hits
Target sequence (P51452 whole entry, looked up): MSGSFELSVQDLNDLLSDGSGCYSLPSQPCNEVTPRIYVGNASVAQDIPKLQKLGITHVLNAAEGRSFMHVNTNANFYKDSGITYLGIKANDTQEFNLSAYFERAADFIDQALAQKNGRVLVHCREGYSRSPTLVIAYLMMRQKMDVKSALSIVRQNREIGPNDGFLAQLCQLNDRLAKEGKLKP
PrPC TRFRET = inhibitors of human cell surface prion protein PrPC. AID 720596. inhibition, % at 13.8 µM. TR-FRET read-out. P04156. hit rate 0.43% among 370,000; in the data active = inhibition above about 24%; note: 0% = median of the test wells and 100% = reference compound wells
MazEF act = MazEF (E. coli) toxin RNase activation | FAM/BHQ RNA-DNA oligo cleavage fluorescence, 5 h | activation, % at 20 µM | hit rate 0.32% among 350,000 | AID 504720; in the data active = activation above about 50%
Target sequence (P0AE70 whole entry, looked up): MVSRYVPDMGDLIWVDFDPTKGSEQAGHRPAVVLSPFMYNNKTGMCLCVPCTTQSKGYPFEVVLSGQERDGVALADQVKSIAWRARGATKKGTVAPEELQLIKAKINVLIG
CCHFV vOTU inh = blocks the CCHF virus ovarian tumor domain protease | inhibition, % at 11.5 µM | hit rate 0.55% among 370,000 | AID 651958 | CCHFV vOTU protease, Pep-AMC fluorescence; in the data active = inhibition above about 30%; note: 0% = vehicle wells with enzyme and 100% = no enzyme wells
SSB-PriA inh = K. pneumoniae PriA-SSBct interaction inhibition. AlphaScreen SSBct-PriA binding, biotinylated peptide. inhibition, % at 33 µM. hit rate 0.6% among 430,000. AID 1272365; in the data active = inhibition mostly above about 37%, no sharp cut-off; inactive = mostly below about 20%;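 note: plate controls were negative control peptide for no effect and reference peptide for full effect; strong numbers were not always called active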
SARS 3CLpro inh = SARS-CoV 3CLpro protease inhibition. P0C6X7. hit rate 0.14% among 290,000. inhibition, % at 6 µM. recombinant SARS-CoV 3CLpro, quenched FRET peptide cleavage; in the data active = inhibition above about 12%
Anthrax LF inh2 = blocks Bacillus anthracis lethal factor protease | P15917 | multiplex microsphere protease cleavage assay, LF | inhibition, % at 10 µM | hit rate 0.12% among 360,000; note: plate controls were buffer without enzyme for full effect and enzyme alone for no effect
Rv3671c inh = inhibits the M. tuberculosis serine protease Rv3671c. P9WHR9. inhibition, % at 5.96 µM. hit rate 0.048% among 320,000. AID 2606; in the data active = inhibition above about 38%;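 note: extracellular domain of Rv3671c used as enzyme; 0% = enzyme with DMSO and 100% = no enzyme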
Target sequence (P9WHR9 whole entry, looked up, the tested form may be a part): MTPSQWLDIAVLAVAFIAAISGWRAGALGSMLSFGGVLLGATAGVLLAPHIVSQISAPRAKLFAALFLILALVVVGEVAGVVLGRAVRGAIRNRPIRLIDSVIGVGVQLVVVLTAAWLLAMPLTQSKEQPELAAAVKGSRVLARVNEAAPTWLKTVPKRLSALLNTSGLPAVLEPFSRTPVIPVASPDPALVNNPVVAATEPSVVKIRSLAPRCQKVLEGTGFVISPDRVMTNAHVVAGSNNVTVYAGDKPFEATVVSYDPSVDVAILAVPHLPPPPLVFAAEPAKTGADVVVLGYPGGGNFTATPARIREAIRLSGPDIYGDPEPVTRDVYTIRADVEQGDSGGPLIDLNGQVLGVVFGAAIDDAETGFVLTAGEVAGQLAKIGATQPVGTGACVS
BoNT A protease = BoNT A light chain protease inhibition; multiplex microsphere protease substrate cleavage, flow cytometry; inhibition, % at 10 µM; hit rate 0.17% among 360,000; AID 588499; note: plate controls were buffer without enzyme for full effect and enzyme alone for no effect
* hit, by the source's call; & = joins results of further samples. Cut-off read from the data, not from the text of the source, unless noted: active = inhibition above about 30%; inconclusive = no clear call, values can overlap the other calls; inactive = below that. The list is partial; the hit share may differ from the screen's.

Preview:
`CC1=CC(C)C(/C=N/N=C(N)N)C(C)C1` (centres undefined) gave BoNT-F LC inh -16, DUSP3 inh 22, PrPC TRFRET -4, MazEF act 20, CCHFV vOTU inh -13, SARS 3CLpro inh 9, Anthrax LF inh2 2, Rv3671c inh 0 and BoNT A protease -0.5.
For C#CCOCCOCCOCCNc1nc(N2CCN(C(=O)Cn3cc(CCO)nn3)CC2)nc(N2CCN(C(=O)[C@H](CCCCN)n3cc(CC(C)O)nn3)CC2)n1 (some centres undefined) the results were BoNT-F LC inh 1, PrPC TRFRET -6, MazEF act 4, CCHFV vOTU inh -1, SSB-PriA inh -1, Anthrax LF inh2 3 and BoNT A protease -0.1.

This part in full, from the start:
`CC1=CC(C)C(/C=N/N=C(N)N)C(C)C1` (centres undefined) gave BoNT-F LC inh -16, DUSP3 inh 22, PrPC TRFRET -4, MazEF act 20, CCHFV vOTU inh -13, SARS 3CLpro inh 9, Anthrax LF inh2 2, Rv3671c inh 0 and BoNT A protease -0.5.
For C#CCOCCOCCOCCNc1nc(N2CCN(C(=O)Cn3cc(CCO)nn3)CC2)nc(N2CCN(C(=O)[C@H](CCCCN)n3cc(CC(C)O)nn3)CC2)n1 (some centres undefined) the results were BoNT-F LC inh 1, PrPC TRFRET -6, MazEF act 4, CCHFV vOTU inh -1, SSB-PriA inh -1, Anthrax LF inh2 3 and BoNT A protease -0.1.
Screening Cc1cccc(C(=O)N/N=C2/SCC(=O)N2Cc2ccccc2)c1 returned BoNT-F LC inh -3, DUSP3 inh 17, PrPC TRFRET 4, MazEF act -12, CCHFV vOTU inh -1, SARS 3CLpro inh -1, Anthrax LF inh2 -2, Rv3671c inh 9 and BoNT A protease -0.3.
CCC1C(C#N)=C(N)OC2=C1C(=O)CC(C)(C)C2 (centres undefined) was read as BoNT-F LC inh -6, DUSP3 inh 9, PrPC TRFRET 5, MazEF act 3, CCHFV vOTU inh 0, SSB-PriA inh 6, SARS 3CLpro inh -3, Anthrax LF inh2 -7, Rv3671c inh 3 and BoNT A protease 0.6.
For C=Cc1ccc(Cn2c(C)c(C(=O)NCc3ccc(Cl)c(Cl)c3)sc2=O)cc1 the results were BoNT-F LC inh -2, PrPC TRFRET 5, CCHFV vOTU inh -3, Anthrax LF inh2 -8 and BoNT A protease -0.4.
For CCOC(=O)CSc1nc(C)c(C(=O)OCC)s1 the results were BoNT-F LC inh 20, DUSP3 inh 6, PrPC TRFRET -6, MazEF act -1, CCHFV vOTU inh 4, SSB-PriA inh -9&-10, SARS 3CLpro inh -4, Anthrax LF inh2 1, Rv3671c inh -4 and BoNT A protease 1.1.
N#CC(C#N)=Cc1ccc(-c2ccccc2F)o1 was read as BoNT-F LC inh -1, DUSP3 inh 29, PrPC TRFRET 5, MazEF act 149*, CCHFV vOTU inh 1, SSB-PriA inh -4, SARS 3CLpro inh 5, Anthrax LF inh2 -1, Rv3671c inh 3 and BoNT A protease 0.7.
Cn1cc(CN2CCc3sccc3C2)c(-c2ccccc2F)n1 was read as BoNT-F LC inh -5, DUSP3 inh 9, PrPC TRFRET -11, MazEF act 7, CCHFV vOTU inh 8, SSB-PriA inh -1, SARS 3CLpro inh -2, Anthrax LF inh2 -10, Rv3671c inh 2 and BoNT A protease -0.4.
`CC(=O)OCCNc1nc(-c2ccccc2)nc2ccccc12` gave BoNT-F LC inh 0, DUSP3 inh 18, PrPC TRFRET -3, MazEF act 3, CCHFV vOTU inh 11, SSB-PriA inh -3, SARS 3CLpro inh -2, Anthrax LF inh2 0, Rv3671c inh -8 and BoNT A protease 0.2.
For O=c1c2ccccc2nc(CNCc2ccco2)n1-c1ccc(F)cc1 the results were BoNT-F LC inh -9, DUSP3 inh 2, PrPC TRFRET 2, MazEF act -2, CCHFV vOTU inh -3, SSB-PriA inh 3, SARS 3CLpro inh 0, Anthrax LF inh2 -2, Rv3671c inh -3 and BoNT A protease -0.8.
CC1(C(=O)Nc2ccc3c(c2)OCCO3)CCN1C(=O)c1cccc(F)c1 (centres undefined) was read as BoNT-F LC inh -4, PrPC TRFRET -2, CCHFV vOTU inh 2, Anthrax LF inh2 0 and BoNT A protease -0.4.
For CCCn1nnnc1SCC(=O)Nc1sc(C)c(C)c1C#N the results were DUSP3 inh 4, MazEF act 9, SSB-PriA inh -5, SARS 3CLpro inh -1 and Rv3671c inh 6.
`Cc1ccc(-c2cc(C(=O)Nc3ccc4c(c3)OCCO4)c3ccccc3n2)cc1` gave BoNT-F LC inh -1, DUSP3 inh -4, PrPC TRFRET -13, MazEF act 2, CCHFV vOTU inh 17, SSB-PriA inh 1, SARS 3CLpro inh 3, Anthrax LF inh2 -2, Rv3671c inh -50 and BoNT A protease 0.5.
Screening COc1ccc(/C=C/C(=O)NC2=NCCS2)cc1OC returned BoNT-F LC inh -7, DUSP3 inh 13, PrPC TRFRET -4, MazEF act 15, CCHFV vOTU inh -19, SSB-PriA inh -4, SARS 3CLpro inh 3, Anthrax LF inh2 -2, Rv3671c inh 5 and BoNT A protease 0.1.
CC1CCN(S(=O)(=O)c2ccc(NC(=O)c3ccncc3)cc2)CC1 was read as BoNT-F LC inh 3, DUSP3 inh 2, PrPC TRFRET 2, MazEF act 4, CCHFV vOTU inh -1, SSB-PriA inh -4&2, SARS 3CLpro inh 2, Anthrax LF inh2 2, Rv3671c inh -8 and BoNT A protease 1.8.
`CCCCC#Cc1ccc(C(=O)NNC(=O)Nc2cc(Cl)cc(Cl)c2)o1` gave BoNT-F LC inh inconclusive, DUSP3 inh 9, PrPC TRFRET -3, MazEF act -2, CCHFV vOTU inh -15, SSB-PriA inh -10, SARS 3CLpro inh 1, Anthrax LF inh2 11, Rv3671c inh -41 and BoNT A protease inconclusive.
COc1cc(OC)c(OC)cc1CN1CCN(C(=O)c2cccc3ccccc23)CC1 was read as DUSP3 inh 21, PrPC TRFRET -7, MazEF act 2, CCHFV vOTU inh -9, SSB-PriA inh -17, SARS 3CLpro inh 3 and Rv3671c inh 6.
`O=C(O)c1cccc(NC(=O)c2ccc3c(c2)C(=O)N(c2cccc([N+](=O)[O-])c2)C3=O)c1` gave BoNT-F LC inh -11, DUSP3 inh -36, PrPC TRFRET -2, MazEF act 1, CCHFV vOTU inh -8, SSB-PriA inh 0, SARS 3CLpro inh 4, Anthrax LF inh2 -2, Rv3671c inh -4 and BoNT A protease 0.2.
`CCOC(=O)c1cn2nc(-c3ccc(OC)cc3)cc2nc1C1CCN(C(=O)OC(C)(C)C)CC1` gave BoNT-F LC inh -2, DUSP3 inh 29, PrPC TRFRET 3, MazEF act 2, CCHFV vOTU inh 7, SSB-PriA inh -15, SARS 3CLpro inh 0, Anthrax LF inh2 0, Rv3671c inh 6 and BoNT A protease 1.2.
Screening CCOc1ccc(NC(=O)C(C)Oc2ccccc2C(=O)Nc2cccc(Cl)c2Cl)cc1 (centres undefined) returned BoNT-F LC inh inconclusive, DUSP3 inh 38, PrPC TRFRET 1, MazEF act 22, CCHFV vOTU inh 8, SSB-PriA inh -1, SARS 3CLpro inh -1, Anthrax LF inh2 3, Rv3671c inh 1 and BoNT A protease 1.1.
Screening COCCN(Cc1ccc(F)cc1)C(=O)c1cc2ccccc2oc1=O returned BoNT-F LC inh 22, DUSP3 inh 1, PrPC TRFRET -8, MazEF act -2, CCHFV vOTU inh 2, SSB-PriA inh -1, SARS 3CLpro inh -1, Anthrax LF inh2 9 and BoNT A protease -1.0.
For CCCn1c(SCC(=O)Nc2ccccc2-c2ccccc2)nnc1-c1ccoc1C the results were BoNT-F LC inh inconclusive, DUSP3 inh 14, PrPC TRFRET -1, MazEF act 1, CCHFV vOTU inh 13, SSB-PriA inh -14, SARS 3CLpro inh 5, Anthrax LF inh2 6, Rv3671c inh -4 and BoNT A protease 0.3.
Screening CN(C)CCn1c2c(c(SCC(=O)Nc3cccc4ccccc34)nc1=O)CCCC2 returned BoNT-F LC inh 16, PrPC TRFRET -9, MazEF act 3, CCHFV vOTU inh 14, SSB-PriA inh 3, Anthrax LF inh2 -3, Rv3671c inh -6 and BoNT A protease 1.4.
`COCCNc1nc(NCc2cnc(C)cn2)c2sccc2n1` gave BoNT-F LC inh -6, PrPC TRFRET -1, CCHFV vOTU inh 13, Anthrax LF inh2 -9 and BoNT A protease -1.2.
C[C@@H]1CN([C@H](C)CO)C(=O)CCCn2cc(nn2)CO[C@H]1CN(C)S(=O)(=O)c1ccc(F)cc1 was read as BoNT-F LC inh -11, PrPC TRFRET -1, CCHFV vOTU inh 0, Anthrax LF inh2 -9 and BoNT A protease -1.7.
`CCC(C)(C(=O)NC1CCCCC1)N(C(=O)CNC(C)=O)c1c(C)n(C)n(-c2ccccc2)c1=O` (centres undefined) gave BoNT-F LC inh -6, DUSP3 inh -5, PrPC TRFRET 6, MazEF act 0, CCHFV vOTU inh 5, SSB-PriA inh -8, SARS 3CLpro inh -1, Anthrax LF inh2 -3, Rv3671c inh 2 and BoNT A protease 0.6.
For CC(=O)Nc1ccc(C(=O)OCC(=O)NC(=O)NC2CCCCC2)cc1 the results were BoNT-F LC inh -10, DUSP3 inh -25, PrPC TRFRET 1, MazEF act -2, CCHFV vOTU inh 6, SSB-PriA inh -14, SARS 3CLpro inh 1, Anthrax LF inh2 -1, Rv3671c inh -6 and BoNT A protease 0.3.
Screening COC(=O)C1CCN(c2nc3ccccc3nc2C(C#N)C(=O)NCCc2ccccc2)CC1 (centres undefined) returned BoNT-F LC inh 6, DUSP3 inh -1, PrPC TRFRET 2, MazEF act -32, CCHFV vOTU inh 2, SSB-PriA inh -8, SARS 3CLpro inh 0, Anthrax LF inh2 7, Rv3671c inh -6 and BoNT A protease 1.1.
`Cc1ccc(C(=O)Nc2ccc(C)c(S(=O)(=O)Nc3ccccc3Cl)c2)s1` gave BoNT-F LC inh -6, DUSP3 inh 8, PrPC TRFRET 7, MazEF act -1, CCHFV vOTU inh 11, SSB-PriA inh -1, SARS 3CLpro inh 9, Anthrax LF inh2 -4, Rv3671c inh -74 and BoNT A protease -1.7.
For CN1CCN(Cc2nc3ccccc3c(=O)n2CC#N)CC1 the results were BoNT-F LC inh -4, DUSP3 inh 14, PrPC TRFRET 7, MazEF act -3, CCHFV vOTU inh 2, SSB-PriA inh -6, SARS 3CLpro inh 4, Anthrax LF inh2 -1, Rv3671c inh -1 and BoNT A protease -0.2.
Screening O=C1Nc2ccc(Br)cc2/C1=C/C(=O)c1ccccc1 returned BoNT-F LC inh -3, PrPC TRFRET 0, MazEF act 6, CCHFV vOTU inh 13, SSB-PriA inh -2, Anthrax LF inh2 -6 and BoNT A protease 0.1.
Screening O=C(NCc1ccccn1)c1ccc(Cn2c(=S)[nH]c3ccc(Br)cc3c2=O)cc1 returned BoNT-F LC inh 0, DUSP3 inh -9, PrPC TRFRET 3, MazEF act 17, CCHFV vOTU inh -6, SSB-PriA inh -9, SARS 3CLpro inh -5, Anthrax LF inh2 -3, Rv3671c inh -7 and BoNT A protease -0.9.
Screening COC(=O)[C@@]1(Cc2ccccc2)[C@H]2C(=O)N(C)C(=O)[C@H]2[C@H]2CN=C(SCC(=O)c3ccccc3)N21 returned BoNT-F LC inh -1, PrPC TRFRET -2, MazEF act 5, CCHFV vOTU inh 2, SSB-PriA inh -3, Anthrax LF inh2 4 and BoNT A protease 0.0.
For COc1ccc(Cc2c(-c3ccc(C)cc3)nc3c4ccccc4ccn23)c(C)c1 the results were BoNT-F LC inh -6, PrPC TRFRET 1, CCHFV vOTU inh 7, Anthrax LF inh2 4 and BoNT A protease 0.8.
`CCc1ccc(N(C(=O)c2ccco2)C(C(=O)NC2CCCC2)c2ccncc2)cc1` (centres undefined) gave BoNT-F LC inh 13, DUSP3 inh 34, PrPC TRFRET 1, MazEF act 0, CCHFV vOTU inh 10, SSB-PriA inh 6, SARS 3CLpro inh 3, Anthrax LF inh2 -5, Rv3671c inh 3 and BoNT A protease 1.8.
Screening C=CCNC(=S)N1CCN(S(=O)(=O)c2ccc(C)cc2)CC1 returned BoNT-F LC inh -2, DUSP3 inh 6, PrPC TRFRET 8, MazEF act -2, CCHFV vOTU inh 7, SSB-PriA inh -8, SARS 3CLpro inh 0, Anthrax LF inh2 5, Rv3671c inh 6 and BoNT A protease 1.3.

High-throughput results as filed in PubChem.
